AID2073: inhibitors of Mint1-CaV2.2 protein interaction, biochemical, HTRF (AID 2073); Voltage-dependent N-type calcium channel subunit alpha-1B (Homo sapiens); 290,000 compounds, 0.19% hits; inhibition, % at 20 µM, or IC50 in µM where a hit was titrated; HTRF protein-protein interaction, Mint1-CaV2.2; higher % means a stronger effect; in the data active = inhibition mostly above about 51%, no sharp cut-off; inconclusive = no clear call, values can overlap the other calls; inactive = mostly below about 53%; note: some results filed as inactive read as strong as hits
SIAH1 antagonists: Siah-1 peptide-binding antagonists, primary screen, biochemical, fluorescence polarization, rhodamine-plectin, uHTS (AID 1817) | displacement, % at 20 µM, or IC50 in µM where a hit was titrated | E3 ubiquitin-protein ligase SIAH1 (Homo sapiens) | Siah-1 / rhodamine-plectin peptide fluorescence polarization; higher % means a stronger effect | 290,000 compounds, 0.02% hits;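 active = displacement of at least 50% at 20 µM, with a fluorescence ratio check between 0.3 and a set limit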;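 note: plate controls were Siah plus tracer with DMSO for no effect and tracer alone without Siah for full effect; strong numbers were not always called active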
Large T inhibition: SV40 large T antigen inhibitors, biochemical (AID 1903); SV40 large T antigen ATPase/helicase inhibition assay; higher % means a stronger effect; one-dose inhibition, % at 20 µM; IC50 in µM for titrated hits; 310,000 compounds, 0.39% hits; in the data active = a potency from the dose series; inconclusive = inhibition mostly from about 32% at the one dose, without a potency; inactive = the rest, 99 in 100 with inhibition below about 32%; note: strong numbers were not always called active
NTR1 agonist: agonists of NTR1, primary screen, imaging, U2OS cells, beta-arrestin-GFP, high content (AID 493036); NTR1-U2OS beta-arrestin-GFP spot imaging, agonist mode; activation, % at 20 µM; 330,000 compounds, 0.17% hits;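 active = activation at or above 40% of the spot to cytoplasm intensity ratio, with at least 20 cells analyzed; inconclusive = wells under 20 cells, flagged as cytotoxic or low count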;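 note: 0% = DMSO without peptide and 100% = 100 nM NTR1 peptide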
Target sequence (P30989 whole entry, looked up): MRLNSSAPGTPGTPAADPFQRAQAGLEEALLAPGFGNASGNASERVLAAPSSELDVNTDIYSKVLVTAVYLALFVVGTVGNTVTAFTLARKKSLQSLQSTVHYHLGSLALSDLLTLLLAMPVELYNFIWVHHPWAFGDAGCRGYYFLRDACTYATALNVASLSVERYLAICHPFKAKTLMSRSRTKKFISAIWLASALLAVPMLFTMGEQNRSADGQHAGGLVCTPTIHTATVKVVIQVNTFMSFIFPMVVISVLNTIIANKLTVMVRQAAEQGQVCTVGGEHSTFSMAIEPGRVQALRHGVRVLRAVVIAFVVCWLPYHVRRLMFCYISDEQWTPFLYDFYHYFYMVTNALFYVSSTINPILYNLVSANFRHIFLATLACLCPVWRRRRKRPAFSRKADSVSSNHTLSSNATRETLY
RSV CPE inhibition: RSV antiviral activity via CPE protection, HEp-2 cells, primary 10 µM value included (AID 2391) | HEp-2 cells, RSV-induced CPE inhibition; higher % means a stronger effect | 310,000 compounds, 0.13% hits | CPE inhibition, % at 10 µM, or IC50 in µM where a hit was titrated; in the data active = a potency from the dose series; inconclusive = CPE inhibition mostly from about 23% at the one dose, without a potency; inactive = the rest, 99 in 100 with CPE inhibition below about 21%; note: strong numbers were not always called active
NS5 inhibitors: Dengue-2 NS5 methyltransferase inhibitors, primary screen, biochemical, confirmation dose response (AID 588689) | Dengue-2 NS5 methyltransferase capping enzyme assay, biochemical; higher % means a stronger effect | inhibition, % at 25 µM, or IC50 in µM where a hit was titrated | 340,000 compounds, 0.3% hits; in the data active = a potency from the dose series; inconclusive = inhibition above about 29% without an active follow-up result
UTI89 phage lysis: inhibition of K1F phage lysis, E. coli UTI89, bacterial capsule biogenesis inhibitors, alamar blue (AID 488966); E. coli UTI89 K1F phage lysis, alamar blue, 2 h; higher % means a stronger effect; one-dose inhibition, % at 100 µM; IC50 in µM for titrated hits; 340,000 compounds, 0.02% hits;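 active = phage lysis inhibition, versus mean bacterial control, above a set limit; inconclusive = no clear call, values can overlap the other calls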;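 note: capsule biogenesis inhibitors block K1F phage lysis so surviving cells raise fluorescence; higher fluorescence means more inhibition of phage lysis; actives were called in the ten point dose series up to 300 µM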
West Nile antiviral: West Nile virus antiviral activity, cell-based, CPE readout (AID 1621) | CPE inhibition, % at 10 µM; hits with a dose series show IC50 in µM | 290,000 compounds, 0.02% hits | West Nile virus-infected cells, CPE inhibition; higher % means a stronger effect; in the data active = a potency from the dose series; inconclusive = CPE inhibition mostly from about 3.7% at the one dose, without a potency; inactive = the rest, 99 in 100 with CPE inhibition below about 2.2%; note: strong numbers were not always called active
Rac1 GTP hydrolysis: MgcRacGAP GTPase-activating activity inhibitors, confirmation, biochemical, ADP Hunter fluorescence. AID 624330, 2012. Rac GTPase-activating protein 1 (Homo sapiens). MgcRacGAP-stimulated Rac1 GTP hydrolysis, ADP Hunter fluorescence; higher % means a stronger effect; GST-tagged Rac1 F28L mutant substrate. inhibition, % at 30 µM, or IC50 in µM where a hit was titrated. 340,000 compounds, 0.6% hits;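 active = first-screen hits whose inhibition reached a set limit at any dose in the follow-up dose series; inconclusive = inhibition above the set first-screen limit but never retested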;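 note: fluorescence reports GDP produced by GAP-driven GTP hydrolysis; strong numbers were not always called active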
NTR1 agonist cell count 20 µM: also measured in NTR1 agonist; calls as there; cell count; measured here: cell count, cytotoxicity flag
Starred values were filed as active, the others as inactive; ? = inconclusive; nt = no result given; [ ] = dose if it differs, or a comment.

SMILES	AID2073	SIAH1 antagonists	Large T inhibition	NTR1 agonist	NTR1 agonist cell count 20 µM	RSV CPE inhibition	NS5 inhibitors	UTI89 phage lysis	West Nile antiviral	Rac1 GTP hydrolysis
COc1ccc(CCN(C)Cc2c(O)ccc3cc(Br)ccc23)cc1OC	6%	14%	14%	8.7	89	5.3%	0%	0.1%	-0.2%	?
COc1ccc(C2=NS(=O)(=O)N(C)C(C(=O)NCc3ccc4c(c3)OCO4)=C2)cc1	1%	-6%	8%	-2.7	97	0.3%	-6%	4.9%	-0.1%	-1%
COc1cc(OC)cc(C(=O)NCCNC(=O)c2ccccn2)c1	7%	1%	8%	0.1	54	1.3%	2%	0.0%	-0.4%	2%
CC(=O)c1ccccc1NS(=O)(=O)c1c(C)nn(-c2ccccc2)c1C	8%	1%	5%	2.1	53	-0.3%	-6%	6.6%	0.0%	0%
Cc1ccccc1N1CCN(S(=O)(=O)c2nnc(NC(=O)c3ccco3)s2)CC1	22%	-7%	14%	1.9	66	14%	-6%	-0.2%	0.0%	10%
O=C(Nc1cc(S(=O)(=O)N2CCOCC2)ccc1N1CCCC1)c1ccc(Cl)cc1	nt	nt	nt	1.1	54	nt	1%	-0.2%[50 µM]	nt	6%
Cc1cc2c(OCC(O)CN3CCCC3)cccc2[nH]1 (stereo not drawn)	24%	0%	11%	1.0	57	0.1%	-11%	-0.8%	0.9%	0%
Cc1ccc2c(c1)C(=O)CCCCC(=O)N2	?	0%	4%	1.5	65	3.6%	6%	0.3%	0.0%	11%
O=C(CCc1ccccc1)n1nc(-c2ccccc2)nc1NCc1ccco1	4%	1%	23%	4.7	60	-0.9%	2%	2.1%	0.0%	7%
CC(NS(=O)(=O)c1ccc(Cl)c(Cl)c1)C(=O)Nc1cccnc1 (stereo not drawn)	nt	nt	nt	1.6	59	nt	-7%	0.7%[50 µM]	nt	3%
O=C(NCCC(=O)N1CCN(S(=O)(=O)c2ccccc2)CC1)c1ccc(Br)cc1	nt	nt	10%	-0.8	79	-2.2%	0%	0.1%[50 µM]	nt	1%
Cc1nn(S(=O)(=O)c2ccccc2)c(C)c1S(=O)(=O)N1CCOCC1	12%	-3%	4%	1.0	64	0.6%	-6%	0.0%	0.8%	-11%
CCC(=O)N1CCc2cc(S(=O)(=O)CCC(=O)O)ccc21	1%	2%	21%	3.4	43	0.5%	-1%	0.2%	0.1%	14%
COC(=O)c1[nH]c(C)c(/C(O)=C2\C(=O)C(=O)N(CCN3CCOCC3)C2c2ccc(C)o2)c1C (stereo not drawn)	-3%	2%	5%	1.2	60	nt	-3%	0.1%	0.4%	8%
Cc1ccc(NCc2nnc(SCC(=O)c3ccccc3)o2)c(C)c1	-8%	0%	6%	-0.8	89	7.6%	-6%	-0.5%	-0.4%	4%
CNc1c(NC(=O)COc2ccc(Cl)cc2)c(=O)oc2ccccc12	-8%	7%	2%	1.6	61	21%	-7%	0.1%	0.1%	2%
COc1ccc(CCN2C(=NC(=O)CCC(=O)O)SC3CS(=O)(=O)CC32)cc1OC (stereo not drawn)	-1%	2%	4%	0.2	104	0.3%	-9%	2.1%	0.2%	4%
CCS(=O)(=O)c1ccc2oc(Nc3ccc(OC)c(OC)c3)nc2c1	4%	-7%	2%	1.3	48	7.6%	-4%	0.0%	-0.2%	8%
Cc1ccc(/C=N/NC(=O)NC2CCCCC2)o1	-10%	-9%	10%	-0.8	96	-0.9%	0%	-1.0%	0.1%	3%
CCCCC(c1nnnn1Cc1ccco1)N1CCN(C(=O)c2ccco2)CC1 (stereo not drawn)	0%	1%	10%	7.3	96	1.3%	-1%	2.6%	nt	7%
COc1ccc(NC(=O)CSc2nnc(C3CC3)n2C)cc1	-6%	6%	4%	-0.8	94	3.0%	-3%	0.8%	0.4%	3%
CNc1ccc(S(=O)(=O)NCC(=O)NCCCc2ccccc2)cc1[N+](=O)[O-]	-27%	-6%	-2%	-1.4	51	0.6%	-1%	0.3%[50 µM]	0.1%	11%
N#C/C(=C\c1ccncc1)c1ccc(NC(N)=O)cc1	1%	0%	5%	0.0	74	7.8%	-6%	0.2%	-0.8%	4%
O=S1(=O)CC2N=C(N(Cc3ccc(F)cc3Cl)c3ccccc3F)SC2C1 (stereo not drawn)	0%	0%	6%	0.5	46	2.1%	-1%	-1.8%	-1.0%	3%
Cc1ccc(C[n+]2cc(-c3ccc(Cl)cc3)n3c2CCC3)cc1	2%	-2%	6%	0.5	53	nt	nt	nt	0.0%	nt
Cc1nnc(SCC(=O)Nc2nc(-c3ccc(F)cc3)cs2)[nH]c1=O	14%	1%	19%	2.1	54	1.7%	-5%	-1.0%	-0.2%	18%
CCOC(=O)C1(C)C=C(Nc2ccc(C)cc2)C(=O)N1c1ccc(C)cc1 (stereo not drawn)	20%	5%	12%	1.2	54	3.0%	0%	1.6%	0.1%	2%
CC1CCCCN1S(=O)(=O)c1ccc2c(c1)CCN2C(=O)C1CCC1 (stereo not drawn)	12%	2%	6%	-0.4	53	8.8%	3%	-1.3%	nt	8%
CCN=C1NN=C(c2cc(C)n(CCc3ccccc3)c2C)CS1	29%	12%	12%	nt	nt	nt	2%	2.3%	0.4%	3%
COCCN1C(=O)N[C@@H](c2cccc(C(F)(F)F)c2)[C@H](C(C)=O)[C@H]1C	nt	nt	7%	-1.8	92	2.9%	-1%	0.8%	-0.2%	6%

A second format for some results above:
Every second line gives: AID2073, SIAH1 antagonists, Large T inhibition, NTR1 agonist, NTR1 agonist cell count 20 µM, RSV CPE inhibition, NS5 inhibitors, UTI89 phage lysis, West Nile antiviral, Rac1 GTP hydrolysis
COc1ccc(NC(=O)CSc2nnc(C3CC3)n2C)cc1
 : -6%, 6%, 4%, -0.8, 94, 3.0%, -3%, 0.8%, 0.4%, 3%
CNc1ccc(S(=O)(=O)NCC(=O)NCCCc2ccccc2)cc1[N+](=O)[O-]
 : -27%, -6%, -2%, -1.4, 51, 0.6%, -1%, 0.3%[50 µM], 0.1%, 11%

Continued:
SMILES	AID2073	SIAH1 antagonists	Large T inhibition	NTR1 agonist	NTR1 agonist cell count 20 µM	RSV CPE inhibition	NS5 inhibitors	UTI89 phage lysis	West Nile antiviral	Rac1 GTP hydrolysis
Cc1ccc(-c2nc(C=Nc3ccccc3)c(O)o2)cc1	-6%	7%	13%	4.5	57	2.5%	16%	0.1%	0.5%	8%
Cc1c(C(=O)OCC(=O)N2CC(C)CC(C)C2)oc2ccccc12 (stereo not drawn)	nt	nt	15%	-0.8	55	-0.2%	-10%	1.0%[50 µM]	nt	10%
CCOC(=O)Cc1csc(NC(=O)/C=C/c2ccco2)n1	-12%	-7%	16%	3.1	66	0.3%	-6%	-0.2%	-0.1%	8%
C/C(=N\NC(=O)Cc1cccn1C)c1ccco1	-2%	-4%	7%	0.1	61	0.5%	-8%	1.0%	-0.1%	9%
COc1ccc(OC)c(NC(=O)COC(=O)[C@H](Cc2ccccc2)NC(=O)c2ccco2)c1	nt	nt	nt	3.4	59	nt	3%	0.1%[50 µM]	nt	11%
CCN1CCN(S(=O)(=O)c2ccc(Cl)c(C(=O)N(C)Cc3ccco3)c2)CC1	nt	nt	nt	-0.7	64	nt	0%	1.0%[50 µM]	nt	5%
O=C(NCC(=O)N1CCOCC1)c1ccc(Br)o1	nt	nt	2%	-0.6	63	0.3%	-1%	-0.1%[50 µM]	nt	-1%
Nc1ccc(N2CCN(CCCCN3C(=O)C4CCCN4C3=O)CC2)cc1 (stereo not drawn)	25%	31%	?	-0.2	61	0.5%	0%	4.2%[50 µM]	0.6%	?
Cc1ccc(NC(=S)NC(NC(=O)c2ccccc2)C(Cl)(Cl)Cl)c(C)c1 (stereo not drawn)	-22%	-1%	8%	8.4	80	?	-3%	-0.3%	-1.8%	-6%
O=C(O)C1CCCCC1C(=O)Nc1ccc2c(c1)OCO2 (stereo not drawn)	-21%	1%	5%	-0.6	59	0.4%	-2%	0.3%	0.4%	7%

Some entries already given with just SIAH1 antagonists and Rac1 GTP hydrolysis:
Molecule | SIAH1 antagonists | Rac1 GTP hydrolysis
CCOC(=O)Cc1csc(NC(=O)/C=C/c2ccco2)n1 | -7% | 8%
C/C(=N\NC(=O)Cc1cccn1C)c1ccco1 | -4% | 9%
COc1ccc(OC)c(NC(=O)COC(=O)[C@H](Cc2ccccc2)NC(=O)c2ccco2)c1 | nt | 11%
CCN1CCN(S(=O)(=O)c2ccc(Cl)c(C(=O)N(C)Cc3ccco3)c2)CC1 | nt | 5%
O=C(NCC(=O)N1CCOCC1)c1ccc(Br)o1 | nt | -1%

Following part.
SMILES	AID2073	SIAH1 antagonists	Large T inhibition	NTR1 agonist	NTR1 agonist cell count 20 µM	RSV CPE inhibition	NS5 inhibitors	UTI89 phage lysis	West Nile antiviral	Rac1 GTP hydrolysis
CCOC(=O)c1sc(Nc2nc(C)cc(C)n2)nc1C	21%	5%	1%	0.7	39	2.9%	-5%	-1.2%	-0.5%	10%
COc1cccc(NC(=O)CN(C)C(=O)c2cc3c(s2)CCCCC3)c1	nt	nt	nt	4.1	70	1.1%	-8%	0.5%[50 µM]	nt	3%
CC(C)CN(C(=O)c1cccc(Cl)c1)c1c(N)n(Cc2ccccc2)c(=O)[nH]c1=O	nt	nt	nt	2.0	74	-0.9%	-6%	0.5%[50 µM]	nt	3%
C/C(=N\NC(=O)CNc1cccc(Cl)c1C)C1CC1	0%	9%	7%	1.2	37	0.5%	1%	0.8%	0.5%	4%
OCCC1CN(Cc2cccc3c2OCO3)CCN1Cc1ccccc1 (stereo not drawn)	2%	1%	9%	-0.4	44	-1.6%	-3%	-0.7%	-1.0%	5%
CN(C)CCCN(C(=O)c1cc(-c2cccs2)nc2ccccc12)c1nc2ccc(F)cc2s1	18%	-1%	1%	38	69	5.5%	-11%	0.1%	?	7%
CS(=O)(=O)c1ccc2nc(NC(=O)c3ccc(N4CCCC4=O)cc3)sc2c1	-1%	8%	21%	-1.0	53	-0.5%	-5%	0.4%[50 µM]	0.5%	9%
CCOc1ccc(NC(=O)CN(Cc2ccccc2)S(C)(=O)=O)cc1	-7%	9%	9%	-1.0	45	1.4%	-4%	2.5%	-0.1%	7%
Cc1ccc(CNC(=S)N2CCOCC2)cc1	10%	5%	10%	0.2	36	-0.3%	-5%	0.2%	0.1%	6%
CC1=Nc2ccccc2N=C(NC(=O)c2ccccc2)C1c1ccc(Cl)cc1 (stereo not drawn)	6%	2%	3%	1.7	53	?	-3%	0.6%	-1.4%	2%
COc1ccccc1Sc1nc(-c2ccccn2)ncc1OC	10%	-2%	16%	0.0	57	-4.9%	0%	0.8%	?	0%

Not a hit list; overall some 1.6% were active at least once.
